Vif-A3F inh: qHTS for Inhibitors of Vif-A3F Interactions: qHTS; 0.2% of 390,000 active; HeLa A3F-eYFP + Vif (tagged APOBEC3F with the HIV-1 protein that degrades it), YFP fluorescence increase; Potency, µM (series often up to 46.1 µM), inactives show top-dose activity, negative = active; further: potency means the concentration at half of the fitted maximal effect; % of control where 0% means no effect; nearly all actives have a fitted effect of over 65% in size
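HeLa cells stably expressing A3F-eYFP plus Vif, plated and incubated overnight at 37 deg C, then exposed to compounds overnight at 37 deg C. Blocked degradation read as raised yellow fluorescence (Ex 488/Em 500-530).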
D1 agonist: Allosteric Agonists of the Human D1 Dopamine Receptor: qHTS | 1% of 360,000 active | D(1A) dopamine receptor (Homo sapiens), P21728 | activation, % at 2 µM | HEK293 T-REx D1 cells, calcium flux, agonist mode | AID 504660, 2011; in the data active means activation above about 30%; further: 0% is about no effect
Target sequence (P21728 whole entry, looked up): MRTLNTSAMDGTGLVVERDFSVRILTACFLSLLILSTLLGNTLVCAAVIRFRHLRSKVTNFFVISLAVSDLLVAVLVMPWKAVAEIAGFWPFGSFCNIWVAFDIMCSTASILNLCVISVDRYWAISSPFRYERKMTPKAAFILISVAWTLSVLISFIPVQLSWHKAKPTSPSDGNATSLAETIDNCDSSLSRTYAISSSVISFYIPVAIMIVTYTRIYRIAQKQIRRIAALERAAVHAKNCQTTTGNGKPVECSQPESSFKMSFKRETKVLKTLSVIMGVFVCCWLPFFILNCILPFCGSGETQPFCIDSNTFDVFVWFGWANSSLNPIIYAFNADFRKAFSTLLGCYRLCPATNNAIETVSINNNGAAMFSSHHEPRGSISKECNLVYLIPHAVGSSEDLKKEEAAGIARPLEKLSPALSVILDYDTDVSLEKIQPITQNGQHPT
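Agonism was scored from calcium flux recorded over 180 s (1 read/s) after pintool compound addition, following a 10-cycle baseline. Cells were inducible force-coupled HEK293 TREx D1, plated overnight at 30 C and loaded with no-wash calcium dye.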
RXFP1 antag: qHTS Assay for Antagonists of the Relaxin Receptor RXFP1; Relaxin receptor 1 (Homo sapiens), Q9HBX9; HEK293-RXFP1, relaxin-stimulated cAMP HTRF, 30 min; active compounds read low; activity change, negative = inhibition, % at 57.5 µM; 0.59% of 350,000 active;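 active means activity change of -60% or lower, but not beyond a set lower limit; inconclusive means change between -60% and -40%, or beyond the set limit; inactive means change above -40%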; further: on the % scale 0 is the no-effect control and ±100 the full control effect
Glioma ERSR ind: qHTS for Inducers of the Endoplasmic Reticulum Stress Response (ERSR) in Human Glioma: qHTS. U87-MG GRP78 promoter luciferase reporter, 16 h. Potency, µM, for inactives: at the top dose activation, actives largely listed as activators. 0.02% of 420,000 active. AID 602332, 2012; further: potency means the concentration at half of the fitted maximal effect; series mostly up to about 76 µM; % of control where 0% means no effect; nearly all actives have a fitted effect of over 35% in size
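Stably transfected U87-MG human glioma cells carrying a GRP78-based luminescent sensor were seeded at 1000 cells/well, pin-dosed with compounds and incubated 16 h. Luciferase reagent was then added, and end-point luminescence was read after 10 min at room temperature.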
D2 PAM: HTS Assay for Positive Allosteric Modulators of the Human D2 Dopamine Receptor: Primary Screen for Potentiators. D(2) dopamine receptor (Homo sapiens), P14416. HEK293 T-REx D2, calcium flux, EC20 dopamine potentiation. potentiation, % at 10 µM. 0.34% of 340,000 active. AID 485347, 2010;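 active means potentiation over 3 SD above the plate norm, cut at about 30% in these data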; further: 0% is about no effect
Target sequence (P14416 whole entry, looked up): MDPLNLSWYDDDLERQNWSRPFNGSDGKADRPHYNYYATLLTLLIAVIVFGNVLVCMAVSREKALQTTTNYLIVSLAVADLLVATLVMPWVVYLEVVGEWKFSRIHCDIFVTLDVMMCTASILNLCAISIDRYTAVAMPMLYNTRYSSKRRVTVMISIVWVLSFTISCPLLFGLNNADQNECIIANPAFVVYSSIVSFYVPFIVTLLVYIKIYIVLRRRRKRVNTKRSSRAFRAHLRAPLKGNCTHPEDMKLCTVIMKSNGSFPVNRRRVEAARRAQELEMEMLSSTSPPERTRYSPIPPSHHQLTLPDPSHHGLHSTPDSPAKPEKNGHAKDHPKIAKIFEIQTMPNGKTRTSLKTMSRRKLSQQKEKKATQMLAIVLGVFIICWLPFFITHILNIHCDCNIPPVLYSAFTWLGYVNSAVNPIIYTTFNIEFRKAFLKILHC
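Tetracycline-induced HEK293 T-REx cells force-coupled to calcium signalling expressed D2; compounds were pin-added after a 10 s baseline, read kinetically 180 s, then an EC20 dopamine challenge followed with a further 180 s calcium read.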
D1 antagonist: Antagonist of Human D 1 Dopamine Receptor: qHTS; D(1A) dopamine receptor (Homo sapiens), P21728; HEK293 TREx D1 cells, calcium flux, dopamine EC80; active compounds read low; activity change, negative = inhibition, % at 10 µM; 3.2% of 360,000 active; AID 504652, 2011; in the data active means activity change below about -30%; further: on the % scale 0 is the no-effect control and ±100 the full control effect
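After overnight tetracycline induction at 30 C, force-coupled D1 HEK293 cells took up a no-wash calcium dye at room temperature. Compounds were added and monitored 180 s, and the response to EC80 dopamine was then recorded.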
Vif-A3G inh: qHTS for Inhibitors of Vif-A3G Interactions: qHTS. DNA dC->dU-editing enzyme APOBEC-3G (Homo sapiens), Q9HC16. HeLa A3G-eYFP + Vif (tagged APOBEC3G with the HIV-1 protein that degrades it), YFP fluorescence, overnight. Potency, µM (highest dose often 46.1 µM), inactives show at the highest dose activity, negative = active, usual class: inhibitors. 0.076% of 410,000 active. AID 602310, 2012;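 further: potency means the concentration at half of the fitted maximal effect; on the % scale 0 is the no-effect control and ±100 the full control effect; nearly all actives have a fitted effect of over 60% in size; hits raise eYFP signal because A3G escapes Vif-driven loss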
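Read-out is eYFP fluorescence (Ex 488/Em 500-530) from Vif-expressing HeLa A3G-eYFP cells; more signal means A3G escaped Vif-mediated degradation. Cells plated overnight, compound pinned in, incubated overnight at 37 deg C.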
RXFP1 agonist: qHTS Assay for Agonists of the Relaxin Receptor RXFP1 | 0.3% of 370,000 active | AID 2676, 2010 | Potency, µM (doses to about 57.5 µM), inactives show at the highest dose activation, hits mostly activators | HEK293T-RXFP1 cAMP TR-FRET, 30 min; response scale: percent of porcine relaxin response, buffer zero; further: potency means the concentration at half of the fitted maximal effect; on the % scale 0 is the no-effect control and ±100 the full control effect; nearly all actives have a fitted effect of over 60% in size; many of its hits are not listed in these tables
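Agonist response is measured as cAMP accumulation in an RXFP1-transfected HEK293T line under PDE4 inhibition. Values are scaled between buffer-only and 29 nM porcine relaxin, and EC50s come from standard Hill equation fits.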
D1 PAM: Potentiators of Human D1 Dopamine Receptor: qHTS; HEK293 TREx D1 cells, calcium flux, dopamine EC20 potentiation; 0.036% of 360,000 active; potentiation, % at 10 µM; D(1A) dopamine receptor (Homo sapiens), P21728; in the data active means potentiation above about 30%; further: 0% is about no effect
Numbers without * were called inactive; ? = inconclusive; . = no result given. Unless noted, the call rests on the fitted dose curve; in most records, active means well fitted curve in the direction sought with a large enough effect; inconclusive means small, poorly fitted or top-dose-only effect, or another doubt; inactive means no such curve, though single readings can be large; an effect the other way counts as inactive or inconclusive. An excerpt; the hit share may differ from the screen's.

(1) CCN1C(=O)/C(=C\c2cccs2)C(C(=O)OC)=C1C
(2) N#Cc1cccc(NC(=O)CCNS(=O)(=O)c2ccc3[nH]c(=O)oc3c2)c1
(3) O=C1Nc2ccc(S(=O)(=O)N3CCCC3)c3cccc1c23
(4) O=C(NCCO)C(=O)Nc1cc2c3c(c1)CC(=O)N3CCC2
(5) COc1cc(OC)c(OC)cc1CNc1cc(C)ccc1OC
(6) Cc1nc(-c2ccc(F)cc2)c(CC(=O)N(C)CC(=O)Nc2ccc(F)cc2)s1
(7) O=C(NCCc1ccc(OC(F)F)cc1)C1CC(=O)N(c2ccc3c(c2)OCCO3)C1 (centres undefined)
(8) CCOc1ccccc1-n1c(SCC(=O)N(CC)CC)nnc1-c1ccccn1
(9) CC(=O)/C(=C/N(C)C)Sc1ccc(C)cc1
(10) COC(=O)c1ccccc1NC(=O)Nc1cc(C)cc(C)n1
entry no.	1	2	3	4	5	6	7	8	9	10
Vif-A3F inh	-5%	1%	1%	-10%	0%	9%	-14%	1%	-12%	0%
D1 agonist	3	0	2	3	6	3	10	0	2	0
RXFP1 antag	-5	-38	7	4	-23	-13	3	-2	-15	9
Glioma ERSR ind	-3%	-3%	-3%	0%	-3%	-2%	-3%	-5%	3%	-1%
D2 PAM	8	-2	-2	-5	0	-7	.	-7	4	-15
D1 antagonist	9	10	-4	10	0	-15	14	8	5	-5
Vif-A3G inh	-8%	9%	1%	3%	-1%	2%	-9%	1%	0%	0%
RXFP1 agonist	0.8%	-2.0%	12%	4.4%	-0.2%	-0.7%	-0.2%	0.5%	1.6%	0.4%
D1 PAM	-1	-4	-9	0	-5	-5	1	1	3	-2

Retrieved one by one from the entries so far (4):
(1) CCN1C(=O)/C(=C\c2cccs2)C(C(=O)OC)=C1C
(3) O=C1Nc2ccc(S(=O)(=O)N3CCCC3)c3cccc1c23
(5) COc1cc(OC)c(OC)cc1CNc1cc(C)ccc1OC
(6) Cc1nc(-c2ccc(F)cc2)c(CC(=O)N(C)CC(=O)Nc2ccc(F)cc2)s1
entry no.	1	3	5	6
Vif-A3F inh	-5%	1%	0%	9%
D1 agonist	3	2	6	3
RXFP1 antag	-5	7	-23	-13
Glioma ERSR ind	-3%	-3%	-3%	-2%
D2 PAM	8	-2	0	-7
D1 antagonist	9	-4	0	-15
Vif-A3G inh	-8%	1%	-1%	2%
RXFP1 agonist	0.8%	12%	-0.2%	-0.7%
D1 PAM	-1	-9	-5	-5

Further entries.
(11) COc1ccc(NC(=O)c2noc(C(C)C)c2[N+](=O)[O-])cc1
(12) CC1CCN(C(=O)c2cc3ccccc3o2)CC1
(13) O=C(COc1ccc2c3c(c(=O)oc2c1)CCC3)Nc1ccccn1
(14) CCC(C)[C@H](N)C(=O)NC[C@H]1CC[C@H](C(=O)N[C@@H](Cc2ccccc2)C(=O)O)CC1 (some centres undefined)
(15) Cc1ccc(C)c(N2CCN(C(=O)CN3C(=O)COc4ccc(S(=O)(=O)N5CCCC5)cc43)CC2)c1
(16) Cc1ccc(OCCN(C)C(=O)C2CCC(=O)N(CCCN3CCCC3=O)C2)cc1 (centres undefined)
(17) CSc1cccc(-n2cc(-c3ccc4c(c3)OCO4)[nH]c2=O)c1
(18) O=C(c1ccc(-c2cccc([N+](=O)[O-])c2)o1)N1CCN(c2ccc([N+](=O)[O-])cc2)CC1
(19) O=C1C2N=NN(CC(=O)N3N=C(c4ccccc4)CC3c3ccc([N+](=O)[O-])cc3)C2C(=O)N1c1ccccc1 (centres undefined)
(20) Cc1ccc(NC(=O)C(=O)NCC(c2cccnc2)N2CCOCC2)cc1 (centres undefined)
entry no.	11	12	13	14	15	16	17	18	19	20
Vif-A3F inh	8%	7%	3%	4%	5%	4%	-13%	1%	.	-3%
D1 agonist	0	-2	2	2	-1	3	4	3	7	0
RXFP1 antag	-1	-2	12	-2	.	-5	-32	1	.	-16
Glioma ERSR ind	5%	0%	4%	-2%	-3%	-2%	5%	-2%	.	-4%
D2 PAM	-18	-2	-4	21	2	5	-3	11	23	.
D1 antagonist	6	5	-7	6	10	-10	1	-2	0	2
Vif-A3G inh	-11%	3%	-1%	2%	1%	3%	?	4%	.	3%
RXFP1 agonist	-4.2%	1.6%	13%	0.8%	4.9%	2.1%	-1.3%	2.0%	3.5%	1.0%
D1 PAM	-11	0	-3	4	4	3	-4	-4	3	3

(21) COc1cc(O)ccc1/C=N/NC(=O)c1ccc([N+](=O)[O-])cc1
(22) O=C(CSC1=Nc2ccccc2C2=NC(c3ccccc3)C(=O)N12)NCC1CCCO1 (centres undefined)
(23) FC(F)(F)c1cc(C(F)(F)F)c2ccc(N3CCN(c4ncccn4)CC3)nc2n1
(24) CC1CCCCC12NC(=O)N(CC(=O)N1CCN(Cc3ccc(C#N)cc3)CC1)C2=O (centres undefined)
(25) Cc1ccccc1N1CCN(C2CCCN(C(=O)c3cc(CC(C)C)nn3C)C2)CC1 (centres undefined)
(26) CC(OC(=O)CCCc1nc2ccccc2s1)C(N)=O (centres undefined)
(27) Cc1ccc(N=c2c([N+](=O)[O-])nn(-c3ccc4c(c3)OCCO4)n2O)cc1F
(28) Cc1ccc(-c2nnc3c(C(F)(F)F)nc4ccccc4n23)cc1
(29) COCc1cc(C)nc(SCC(=O)Nc2cc(C(F)(F)F)ccc2N2CCOCC2)c1C#N
(30) CCn1nnnc1NCc1cccc(Cl)c1
entry no.	21	22	23	24	25	26	27	28	29	30
Vif-A3F inh	3%	4%	-4%	-2%	2%	-1%	1%	-4%	-6%	3%
D1 agonist	0	1	1	0	3	8	-4	0	10	-1
RXFP1 antag	-2	4	-8	0	-26	-4	?	.	-6	-20
Glioma ERSR ind	-4%	2%	-2%	-3%	-4%	-4%	-11%	5%	-7%	-2%
D2 PAM	-19	-10	-3	3	-8	-1	0	8	8	5
D1 antagonist	-15	-47*	3	10	-32*	-5	-22	6	-13	2
Vif-A3G inh	-1%	0%	-8%	2%	6%	0%	-4%	-1%	-1%	2%
RXFP1 agonist	1.1%	6.0%	2.0%	0.8%	-0.5%	-0.4%	0.5%	-0.1%	3.7%	1.5%
D1 PAM	-2	-6	-10	-10	-6	2	-3	-6	-4	-4

(31) CNC(=O)c1sccc1S(=O)(=O)Cc1c(Cl)cccc1Cl
(32) COc1ccc(CCNC(=O)CSc2n[nH]c(C)c2[N+](=O)[O-])cc1OC
(33) COc1ccc(-n2c(C(C)n3nc(C)c([N+](=O)[O-])c3C)n[nH]c2=S)cc1 (centres undefined)
(34) CC(OC(=O)c1ccco1)C(=O)NC1CCCCC1 (centres undefined)
(35) COc1ccc(C)cc1NC(=O)c1sc2nc(C)nc(N3CCOCC3)c2c1C
(36) COc1ccc(-c2onc(C)c2C)cc1S(=O)(=O)NC1CCC(C)CC1 (centres undefined)
(37) O=S(=O)(Nc1nc2ccccc2[nH]1)c1ccc(Cl)cc1
(38) c1nc(NCc2ccc3c(c2)OCO3)c2cc(-c3ccoc3)ccc2n1
(39) O=S(=O)(NN1CCOCC1)c1ccc(Cl)s1
(40) COC(=O)[C@H]1C[C@@]2(O)CN(S(=O)(=O)c3ccc(C)cc3)C[C@@]2(OC(=O)NC2CCCC2)C[C@H]1C(=O)OC
entry no.	31	32	33	34	35	36	37	38	39	40
Vif-A3F inh	4%	0%	7%	2%	2%	0%	-1%	7%	-23%	-1%
D1 agonist	0	4	-1	2	0	1	2	2	1	.
RXFP1 antag	5	-1	-7	-9	21	-9	2	.	-13	-4
Glioma ERSR ind	-4%	-2%	-3%	1%	-3%	-3%	-3%	2%	-6%	1%
D2 PAM	-6	18	-9	5	-7	0	-7	.	-15	.
D1 antagonist	-2	5	6	9	5	11	-20	-15	10	.
Vif-A3G inh	5%	2%	0%	-9%	-7%	5%	-3%	4%	1%	1%
RXFP1 agonist	-0.5%	-1.8%	-0.4%	0.6%	?	5.7%	-0.8%	2.4%	1.8%	.
D1 PAM	-8	-3	-8	2	-4	-3	-3	0	-4	.

(41) COc1ccc(N2C(=O)CSC2c2ccccc2)cc1 (centres undefined)
(42) CS(=O)(=O)N1CCC(C(=O)Nc2cccc(Cl)c2Cl)CC1
(43) Cc1cccc(NC(=O)[C@@H]2CCCN2C(=O)OC(C)(C)C)c1
(44) COCCCN=C(c1ccco1)n1c(=S)nc(-c2ccco2)n(CCCOC)c1=S
entry no.	41	42	43	44
Vif-A3F inh	-10%	19%	11%	-3%
D1 agonist	3	-2	3	2
RXFP1 antag	-10	-27	14	18
Glioma ERSR ind	-3%	-2%	7%	5%
D2 PAM	-7	-1	-13	-8
D1 antagonist	-6	1	9	3
Vif-A3G inh	1%	2%	2%	1%
RXFP1 agonist	0.1%	0.6%	0.9%	0.3%
D1 PAM	1	-8	-10	1
